# esBAF inh = inhibitors of esBAF chromatin remodeling in mouse ES cells; reporter increase, % at 12.5 µM; Bmi1-luciferase knock-in reporter, 24 h; 100% = twice the neutral-well signal; AID 602393; 2% of 350,000 active; in the data active = activation above about 40%; inconclusive = no clear call, values can overlap the other calls;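 also: 0% = median of the plate's neutral control wells and 100% = double that signal; a rise in the Bmi1 reporter signal indicates esBAF inhibition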
# S100A4 MyoIIA = S100A4-myosin IIA interaction inhibition | S100A4/TAMRA-MyoIIA peptide fluorescence polarization | inhibition, % at 10.7 µM | 0.14% of 360,000 active;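 active = mean inhibition of at least 70% across replicates, with every replicate also reaching that level; inconclusive = mean inhibition reaches 70% but some replicates fall short; inactive = mean inhibition below 70%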
# Target sequence (P26447 whole entry, looked up): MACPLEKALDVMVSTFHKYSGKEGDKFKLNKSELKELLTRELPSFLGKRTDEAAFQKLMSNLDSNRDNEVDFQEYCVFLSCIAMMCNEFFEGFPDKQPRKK
#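 Test system: S100A4 monomer protein. Medium: HEPES buffer with Ca2+, pH 7.2. Reagent: fluorescent myosin IIA peptide, 5 nM. Compound dosing: single-point compound testing. Timing: 5 min between mix addition and reading. Benchmarks: DMSO neutral and TFP positive wells.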
# FN deposition inh = fibronectin deposition inhibition; inhibition, % at 12.6 µM; 0.086% of 350,000 active; AH1F fibroblasts, Alexa488-fibronectin deposition fluorescence, overnight; AID 743247;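 active = mean inhibition across replicates of 30% or more, regardless of how many single replicates reach that level; inconclusive = mean under 30% yet at least half of replicates reach 30%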;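 also: positive control wells lacked labelled fibronectin entirely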
#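 Assay system: AH1F fibroblasts / Quantity: 10000 cells per well / Medium: DMEM plus 2% serum, read in PBS / Reagent: labelled fibronectin 24 nM / Dosing: single dose, pinned / Times: 1 h cell attachment, overnight exposure to compound and label / Signal: fluorescence, ex 485 nm, em 525 nm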
# LGR2 inh = inhibitors of bursicon-induced Drosophila LGR2 receptor cAMP signaling; 0.35% of 380,000 active; HEK293 LGR2, CRE-luciferase, bursicon-stimulated, 4 h; inhibition, % at 9.99 µM;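 active = drop in luminescence signal, shown as inhibition above about 50% in the replicate tests, limit read from the data, passing the limit was not always enough; inconclusive = probably only some replicates passing the limit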;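 also: agonist challenge used bursicon conditioned medium at about half maximal strength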
# SIRT5 inh = blocks human SIRT5 desuccinylation of peptide. inhibition, % at 15 µM. Q9NXA8. Purified SirT5, succinyl-peptide AMC, trypsin-coupled fluorescence. 1.1% of 330,000 active. AID 652115; in the data active = inhibition above about 15%; inconclusive = no clear call, values can overlap the other calls
# Target sequence (Q9NXA8 whole entry, looked up): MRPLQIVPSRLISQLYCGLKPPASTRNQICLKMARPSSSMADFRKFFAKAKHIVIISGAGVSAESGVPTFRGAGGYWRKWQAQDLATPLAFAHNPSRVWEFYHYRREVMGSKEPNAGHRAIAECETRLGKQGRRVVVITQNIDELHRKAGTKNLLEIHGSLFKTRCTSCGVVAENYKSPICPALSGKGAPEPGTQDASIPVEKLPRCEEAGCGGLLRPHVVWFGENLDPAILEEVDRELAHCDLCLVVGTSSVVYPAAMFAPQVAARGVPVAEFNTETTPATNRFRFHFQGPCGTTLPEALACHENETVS
# CASP6 VEID inh = blocks human caspase-6 cleavage activity; purified caspase-6, Z-VEID-R110 cleavage fluorescence; P55212; inhibition, % at 12.5 µM; 0.53% of 350,000 active;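 active = mean inhibition across replicates at least about 35%, with every replicate also reaching that limit, limit read from the data; inconclusive = only one of the two criteria met; inactive = neither criterion met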;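 also: 0% = median of neutral control wells and 100% = no fluorescence left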
# Target sequence (P55212 24-179 limits assumed): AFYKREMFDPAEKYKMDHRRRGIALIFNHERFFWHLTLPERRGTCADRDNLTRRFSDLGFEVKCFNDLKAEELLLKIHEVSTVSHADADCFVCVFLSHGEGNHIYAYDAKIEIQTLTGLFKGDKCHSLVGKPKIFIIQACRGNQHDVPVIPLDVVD
# Target sequence (P55212 194-293 limits assumed): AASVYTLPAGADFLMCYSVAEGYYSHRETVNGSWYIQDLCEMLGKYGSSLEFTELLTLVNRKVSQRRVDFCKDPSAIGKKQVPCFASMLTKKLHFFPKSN
# C2C12 statin = suppressors of simvastatin-induced myotoxicity in C2C12 myotubes; ATP luminescence, 48 h; scaled: DMSO 0, geranylgeraniol control 100; AID 602340; 0.78% of 330,000 active; rescue of ATP level, % at 7.49 µM;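 active = mean ATP rescue above about 67%, or every replicate alone reaching that limit, limit read from the data, passing the limit was not always enough; inconclusive = no clear call, values can overlap the other calls; inactive = mean under the limit and some replicate under it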;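 also: myotubes were challenged with 10 µM simvastatin during compound exposure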
# Numbers without * were called inactive; ? = inconclusive; nt = no result given.
SMILES,esBAF inh,S100A4 MyoIIA,FN deposition inh,LGR2 inh,SIRT5 inh,CASP6 VEID inh,C2C12 statin
C[C@H](CO)N1C[C@H](C)[C@H](CN(C)C(=O)NC2CCCC2)Oc2ncc(C#CC3CCCCC3)cc2C1=O,-2,8,-15,4,1,-1,8
CC(C)Oc1ccccc1NC(=O)CSc1nc2ccccc2c(=O)n1C,8,-2,2,11,9,-1,6
CC1CCc2sc(C(=O)Nc3ccc(N4CCOCC4)cc3)cc2C1 (stereo not given),nt,-2,-10,-17,6,3,nt
COc1ccc(C(=O)/C=C/C(=O)N(CC(=O)NC2CCCCC2)Cc2cccs2)c(O)c1,nt,-3,-5,nt,1,0,nt
COCCNC(=O)C1CCCN(Cc2ccccc2)CC1 (stereo not given),-5,-12,nt,5,-7,-12,-1
COc1ccc(S(=O)(=O)N(C)C[C@@H]2Oc3ccc(NC(=O)C4CCCCC4)cc3C(=O)N([C@H](C)CO)C[C@H]2C)cc1,-7,-1,6,-12,5,-3,3
CC(C(=O)NC1CCCCC1)N(Cc1ccccc1)C(=O)c1snc(C(N)=O)c1N (stereo not given),-7,-5,-3,-6,-1,-3,-20
Cc1nc2ccccc2nc1NS(=O)(=O)c1ccc(N)cc1,13,3,0,-7,0,5,-5
COc1cc(OC)c2c(C)cc(=O)oc2c1C(CCN1CCOCC1)c1ccc(N(C)C)cc1 (stereo not given),-2,-2,17,-23,nt,-6,16
CCCCNC(=O)CSc1nc2cc3c(cc2c(=O)n1CCC(=O)NCCc1ccc(OC)c(OC)c1)OCO3,nt,1,-16,4,-5,7,nt
C[C@@H]1CCCCO[C@H](CN(C)S(=O)(=O)c2ccc(F)cc2)[C@H](C)CN([C@@H](C)CO)C(=O)c2cc(NC(=O)Nc3ccc4c(c3)OCO4)ccc2O1,3,-1,13,-2,0,-4,nt
COc1ccc(CN(C)C[C@H]2OCCCC[C@H](C)Oc3ccc(NS(=O)(=O)c4cccs4)cc3C(=O)N([C@@H](C)CO)C[C@@H]2C)cc1,-1,39,nt,9,9,0,nt
C[C@@H]1CCCCO[C@@H](CN(C)Cc2ccncc2)[C@H](C)CN([C@@H](C)CO)C(=O)c2cc(NS(=O)(=O)c3ccc(F)cc3)ccc2O1,1,17,3,8,2,0,nt
O=C(Nc1ccc(Cc2ccc(NC(=O)Nc3cccnc3)cc2)cc1)Nc1cccnc1,56*,5,-26,-57,-2,-1,-23
CCOC(=O)C1=C(C)c2ccccc2N(S(=O)(=O)C(F)(F)F)C1C(=O)OCC (stereo not given),-1,3,nt,-8,-3,-2,10
O=C(CNc1ccccc1F)Nc1cccc(S(=O)(=O)N2CCCCC2)c1,-1,1,0,-10,4,7,-1
O=C(O)/C=C/c1cccc(NC(=O)Nc2ccc([N+](=O)[O-])cc2)c1,0,-3,-2,0,-12,6,0
Cc1c2cnn(CC(=O)NCCCN3CC(C)CC(C)C3)c(=O)c2c(C)n1Cc1ccc(Cl)cc1 (stereo not given),0,-1,1,-5,-2,-63,1
O=c1[nH]c(=S)n(-c2cccc(Cl)c2)c(O)c1/C=N/N1CCOCC1,-2,-13,-3,-11,1,5,5
COc1ccc(CCNC(=O)COC(=O)/C=C/c2cccs2)cc1OC,nt,-10,1,-7,0,2,nt

# Next part, starting with the last 5 of the part before.
SMILES,esBAF inh,S100A4 MyoIIA,FN deposition inh,LGR2 inh,SIRT5 inh,CASP6 VEID inh,C2C12 statin
O=C(CNc1ccccc1F)Nc1cccc(S(=O)(=O)N2CCCCC2)c1,-1,1,0,-10,4,7,-1
O=C(O)/C=C/c1cccc(NC(=O)Nc2ccc([N+](=O)[O-])cc2)c1,0,-3,-2,0,-12,6,0
Cc1c2cnn(CC(=O)NCCCN3CC(C)CC(C)C3)c(=O)c2c(C)n1Cc1ccc(Cl)cc1 (stereo not given),0,-1,1,-5,-2,-63,1
O=c1[nH]c(=S)n(-c2cccc(Cl)c2)c(O)c1/C=N/N1CCOCC1,-2,-13,-3,-11,1,5,5
COc1ccc(CCNC(=O)COC(=O)/C=C/c2cccs2)cc1OC,nt,-10,1,-7,0,2,nt
C[C@@H]1CCCCO[C@H](CN(C)S(=O)(=O)c2cn(C)cn2)[C@@H](C)CN([C@H](C)CO)C(=O)c2cc(N(C)C)ccc2O1,-11,nt,4,-3,nt,nt,-40
C[C@H]1CCCCO[C@@H](CN(C)C(=O)Nc2ccc(C(F)(F)F)cc2)[C@@H](C)CN([C@@H](C)CO)C(=O)c2cc(NC(=O)Nc3ccc(C(F)(F)F)cc3)ccc2O1,-6,nt,-2,7,nt,nt,nt
CCc1nc(SCC(=O)NCC2CCCO2)c2c(=O)n(C)c(=O)n(C)c2n1 (stereo not given),-5,1,3,-6,-2,2,4
CCC1CCCCN1CCCNC(=O)c1ccc2nc(N3CCC(C)CC3)sc2c1 (stereo not given),58*,-2,3,-127,-5,-15,-79
Cc1ccc(Cn2cnc3c(nnn3Cc3ccc(Cl)cc3)c2=O)cc1,0,nt,-5,3,nt,nt,-19
CCOC(=O)c1cnn(-c2ccccc2)c1NC(=O)CCl,nt,-12,-12,8,2,-1,nt
COc1ccccc1NC(=S)NC(=O)Cc1ccc(Cl)cc1,5,-2,-2,-5,-6,-3,-13
O=S(=O)(Nc1cccnc1)c1ccc(Br)c2ccccc12,-4,-4,0,-2,2,4,12
N#CC1C(=O)NC(=O)C(C#N)C12CCCc1sccc12 (stereo not given),1,5,-2,1,0,2,-3
CNC[C@H]1Oc2ccc(NS(=O)(=O)c3ccc(C)cc3)cc2CC(=O)N([C@@H](C)CO)C[C@@H]1C,3,-28,nt,-10,-1,-3,-8
O=C(N/N=C/c1ccccn1)c1cc(-c2ccc(Br)s2)[nH]n1,3,0,1,24,18*,0,7
CN1C(=O)c2cc(NC(=O)c3cccc(F)c3)ccc2OC[C@H]2O[C@@H](CC(=O)O)CC[C@H]21,-2,nt,-3,0,nt,nt,13
CCCN1CCN(CCCNC(=O)CCn2nc(-c3ccccc3)ccc2=O)CC1,nt,-6,-3,6,-8,0,nt
CCc1c(C(=O)Nc2ccccc2)c(C)[nH]c(=S)c1C#N,nt,-1,nt,5,0,2,nt
COc1ccc(NC(=O)N(C)C[C@@H]2Oc3ccc(NS(=O)(=O)c4ccc(F)cc4)cc3CC(=O)N([C@H](C)CO)C[C@H]2C)cc1,-1,3,nt,5,6,3,-27
NS(=O)(=O)c1ccc(NC(=S)NCc2ccc(F)cc2)cc1,nt,8,9,7,-3,-2,nt
Cc1cccc(S(=O)(=O)Nc2nc3ccccc3nc2Nc2cccc(C(=O)O)c2)c1,-6,-1,-12,-1,3,1,-13
Cc1ccc(C)c(Nc2nc3ccccc3n3cnnc23)c1,-6,2,11,-10,-3,-3,4
O=C(CN1CCOCC1)N1CC2(C1)[C@H](c1ccccc1)[C@H](CO)N2Cc1ccc(F)cc1,nt,35,nt,4,-3,1,nt
COc1ccc(CN(C)C(=O)c2cc(-c3ccccc3)nc3ccc(C)cc23)c(OC)c1OC,13,1,nt,-2,1,1,32

# 4 of the compounds above, as labelled records:
O=C(CNc1ccccc1F)Nc1cccc(S(=O)(=O)N2CCCCC2)c1
- esBAF inh: -1
- S100A4 MyoIIA: 1
- FN deposition inh: 0
- LGR2 inh: -10
- SIRT5 inh: 4
- CASP6 VEID inh: 7
- C2C12 statin: -1
O=C(O)/C=C/c1cccc(NC(=O)Nc2ccc([N+](=O)[O-])cc2)c1
- esBAF inh: 0
- S100A4 MyoIIA: -3
- FN deposition inh: -2
- LGR2 inh: 0
- SIRT5 inh: -12
- CASP6 VEID inh: 6
- C2C12 statin: 0
Cc1c2cnn(CC(=O)NCCCN3CC(C)CC(C)C3)c(=O)c2c(C)n1Cc1ccc(Cl)cc1 (stereo not given)
- esBAF inh: 0
- S100A4 MyoIIA: -1
- FN deposition inh: 1
- LGR2 inh: -5
- SIRT5 inh: -2
- CASP6 VEID inh: -63
- C2C12 statin: 1
O=c1[nH]c(=S)n(-c2cccc(Cl)c2)c(O)c1/C=N/N1CCOCC1
- esBAF inh: -2
- S100A4 MyoIIA: -13
- FN deposition inh: -3
- LGR2 inh: -11
- SIRT5 inh: 1
- CASP6 VEID inh: 5
- C2C12 statin: 5

# Entries above shown as hits in esBAF inh.
Compound | esBAF inh | S100A4 MyoIIA | LGR2 inh | SIRT5 inh | CASP6 VEID inh
O=C(Nc1ccc(Cc2ccc(NC(=O)Nc3cccnc3)cc2)cc1)Nc1cccnc1 | 56* | 5 | -57 | -2 | -1
CCC1CCCCN1CCCNC(=O)c1ccc2nc(N3CCC(C)CC3)sc2c1 (stereo not given) | 58* | -2 | -127 | -5 | -15

# Continuation.
SMILES,esBAF inh,S100A4 MyoIIA,FN deposition inh,LGR2 inh,SIRT5 inh,CASP6 VEID inh,C2C12 statin
Cc1ccc(CNC(=O)CCC2CCCN(C(=O)CCC(F)(F)F)C2)o1 (stereo not given),1,3,10,-5,0,1,-2
O=[N+]([O-])c1ccccc1/C=C/c1ccc2ccccc2n1,52*,1,9,-61,-7,0,30
Cc1c(NS(=O)(=O)c2cccc(C(=O)Nc3cccc(F)c3)c2)c(=O)n(-c2ccccc2)n1C,6,-9,0,-10,-3,-2,3
O=C(NCCNC(=O)c1ccc(Cl)cc1Cl)c1ccco1,-1,-3,-1,11,-3,2,-9
CCC1Sc2ccc(S(=O)(=O)N3CCN(c4ccccc4)CC3)cc2NC1=O (stereo not given),-1,-8,4,11,-3,-10,1
CC(C)(C)c1cc(CCC(=O)Nc2ccncc2)cc(C(C)(C)C)c1O,nt,0,2,-4,-5,-68,nt
CC(=O)c1ccc(N(C(=O)Cc2c[nH]c3ccccc23)C(C(=O)NC2CCCCC2)c2cccs2)cc1 (stereo not given),?,nt,-6,nt,nt,nt,-17
c1ccc(COc2ncnc3c2ncn3CCCNCCN2CCOCC2)cc1,1,-3,0,-1,4,0,2
CSc1ccccc1C(=O)C1CCCN(C(=O)CCN2CCCO2)C1 (stereo not given),nt,0,1,nt,-1,-7,nt
CC(C)C(=O)Nc1cccc(C(=O)Nc2cc([N+](=O)[O-])ccc2F)c1,0,2,-10,-3,-1,4,3
Cc1cc(=O)oc2cc(OCC(=O)NCCCn3ccnc3)ccc12,2,0,2,10,-5,0,15
C[C@@H]1CN([C@H](C)CO)C(=O)c2cc(NC(=O)Cc3ccccc3)ccc2O[C@@H](C)CCCCO[C@H]1CN(C)C(=O)Cc1ccccc1,5,-17,0,2,8,1,-49
CCN(CC)S(=O)(=O)c1cc(NC(=O)C(C)N2CCN(Cc3ccc4c(c3)OCO4)CC2)ccc1C (stereo not given),nt,-7,0,11,-5,0,nt
COc1cccc(Oc2ccc(OC)cc2C(=O)O)c1,-7,1,4,3,3,6,1

# Source: PubChem BioAssay (Broad Institute)

# Only part of the results is shown, so the mix of outcomes need not match the whole.
